High-throughput results from PubChem BioAssay.
Kir21 block: Kir2.1 (mouse) channel inhibition. HEK293-Kir2.1, FluxOR thallium flux fluorescence; stronger effect = lower value. B-score at 10 µM. actives 0.85% (n = 310,000);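 active means fluorescence ratio B-score at or below minus 3 SD of library scores, with starting-brightness B-score within 2 SD, cut at about -4.2 in these data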;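 further: channel flux triggered by added potassium and thallium sulfate stimulus; B-score of peak minus minimum fluorescence over baseline after thallium stimulus; more negative B-score means stronger Kir2.1 block with less thallium influx; some compounds called inactive have numbers as strong as hits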
KCNQ2 block: KCNQ2 potassium channel inhibitors, primary screen, cell-based, CHO-K1, FluxOR thallium flux, B-score (AID 2156) | 20 min; stronger effect = lower value | B-score at 10 µM | actives 1.1% (n = 310,000);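 active means fluorescence ratio B-score at most minus 3 library SDs, with starting brightness B-score within 2 library SDs, cut at about -5.5 in these data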
Target sequence (O88943 whole entry, looked up): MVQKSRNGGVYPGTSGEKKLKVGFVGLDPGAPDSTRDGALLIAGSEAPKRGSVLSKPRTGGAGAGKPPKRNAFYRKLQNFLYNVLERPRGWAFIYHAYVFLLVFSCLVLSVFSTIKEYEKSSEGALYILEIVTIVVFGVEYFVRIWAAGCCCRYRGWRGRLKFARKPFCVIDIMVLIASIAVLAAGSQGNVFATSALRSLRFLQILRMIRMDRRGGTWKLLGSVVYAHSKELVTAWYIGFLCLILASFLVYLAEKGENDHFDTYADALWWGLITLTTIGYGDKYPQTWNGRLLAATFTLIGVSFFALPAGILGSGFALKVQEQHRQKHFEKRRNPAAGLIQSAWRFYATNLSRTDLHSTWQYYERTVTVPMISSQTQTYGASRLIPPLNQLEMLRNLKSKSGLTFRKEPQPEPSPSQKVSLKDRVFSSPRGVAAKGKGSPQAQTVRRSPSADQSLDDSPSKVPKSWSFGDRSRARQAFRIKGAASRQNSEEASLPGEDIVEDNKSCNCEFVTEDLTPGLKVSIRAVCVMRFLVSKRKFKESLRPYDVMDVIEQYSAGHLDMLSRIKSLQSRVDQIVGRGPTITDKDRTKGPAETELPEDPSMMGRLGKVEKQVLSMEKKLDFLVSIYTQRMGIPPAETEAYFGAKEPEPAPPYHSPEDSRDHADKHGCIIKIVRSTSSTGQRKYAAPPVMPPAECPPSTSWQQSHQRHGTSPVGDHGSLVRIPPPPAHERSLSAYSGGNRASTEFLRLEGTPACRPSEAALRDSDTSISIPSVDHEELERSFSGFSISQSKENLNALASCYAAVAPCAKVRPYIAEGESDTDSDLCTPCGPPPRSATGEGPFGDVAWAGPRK
CHT inh: inhibitors of human choline transporter CHT. actives 0.86% (n = 310,000). B-score at 10 µM. CHT-expressing cells, membrane potential dye, choline response; stronger effect = lower value;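 active means B-score over 3 SD under the library average, and starting fluorescence ratio not unusually high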;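 further: choline stimulus applied at its EC90 after an EC20 pre-addition; B-score computed on integrated fluorescence ratio after choline addition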
An asterisk follows results filed as active; i = inactive.

Kir21 block	CHT inh	Compound	KCNQ2 block
-1	i	O=C(NC(=S)Nc1ccc2oc(=O)ccc2c1)c1ccc(-c2cccc(Cl)c2Cl)o1	i
-0.26	i	Oc1c(I)cc(I)c2cccnc12	i
-0.4	i	CCn1nc(C)c(C(=O)Nc2cc(Oc3ccc(Cl)cc3)cc([N+](=O)[O-])c2)c1C	i
-1.5	i	CCN(C(=S)NC(=O)Cc1ccc(OC)cc1)c1ccccc1	i
-0.01	i	Cc1ccc(/C=N/n2c(-c3ccccc3)n[nH]c2=S)cc1	i
0.02	i	CC1CCN(Cc2c(C(=O)N/N=C/c3ccc(C(C)(C)C)cc3)nnn2-c2nonc2N)CC1	i
0.63	i	CN(C)c1ccc(Nc2ncnc3ccc(Br)cc23)cc1	i
0.05	i	Cc1ccccc1OCc1ccc(C(=O)N2CCOCC2)o1	i
-0.44	i	COc1cc(C(=S)N2CCCC2)cc(OC)c1O	i
-0.43	i	COc1ccc(OC)c(NC(=O)CCn2c(=S)[nH]c3ccccc3c2=O)c1	i
0.45	i	COc1ccc(Sc2nc3ccccc3n3c(C(F)(F)F)nnc23)cc1	i
-0.48	i	CCOC(=O)c1cc2cc(C)ccc2[nH]1	i
-0.11	i	CN(C)c1cc(O)c(C(=S)Nc2ccccc2)c(N(C)C)c1	i
-0.02	i	O=C(Nc1nc(-c2ccncc2)cs1)c1ccc(S(=O)(=O)N2CCOCC2)cc1	i
-0.02	i	Cc1cc(C)c2c(n1)SCC(=O)N2CC(=O)Nc1cc(F)ccc1F	i
-0.11	i	Cc1ccc2nc(Cl)c(/C=N/NC(=O)CN3CCOCC3)cc2c1	i
0.11	i	O=[N+]([O-])c1cccc(N/N=C/c2cc([N+](=O)[O-])ccc2O)c1	i
-0.57	i	CN(C1CCS(=O)(=O)C1)S(=O)(=O)c1ccc(N2CCCC2=O)cc1 (stereo not given)	i
0.2	i	O=C(CN1C2=NCCN2c2ccccc21)N1CCOCC1	i
0.05	i	COCCn1c(=NC(=O)CSC(C)=O)sc2cc(OC)ccc21	i

Reprinted from the part before: 3 compounds; new compounds follow.
Kir21 block	CHT inh	Compound	KCNQ2 block
-0.57	i	CN(C1CCS(=O)(=O)C1)S(=O)(=O)c1ccc(N2CCCC2=O)cc1 (stereo not given)	i
0.2	i	O=C(CN1C2=NCCN2c2ccccc21)N1CCOCC1	i
0.05	i	COCCn1c(=NC(=O)CSC(C)=O)sc2cc(OC)ccc21	i
0.06	i	OCC1CCCCN1CCNCc1cn[nH]c1-c1cccc2ccccc12 (stereo not given)	i
-1.2	i	CCOC(=O)c1c(NC(=O)CCN2C(=O)c3ccccc3C2=O)sc(C(=O)OC(C)C)c1C	i
1.1	i	O=c1[nH][nH]c(=O)c2c(NS(=O)(=O)c3ccccc3)cccc12	i
0	i	CCc1ccccc1NC(=O)CCS(=O)(=O)c1ccc(C)cc1	i
-0.58	i	COc1cc(-c2nnc(NC(=O)CS(=O)(=O)c3ccc(F)cc3)o2)cc(OC)c1OC	i
-0.22	i	CC1CC(C)CN(CCCn2c(=S)[nH]c3ccccc3c2=O)C1 (stereo not given)	i
-0.66	i	O=C(CCc1nnc(CCCCc2ccccc2)o1)NCc1cc(F)ccc1F	i
-3.7	i	COc1ccc(CCNC(=O)COC(=O)CCC(=O)c2ccc(F)cc2)cc1OC	i
0.83	i	CC1Cc2ccccc2N1Cc1nc2cc(Cl)ccc2c(=O)[nH]1 (stereo not given)	i
0	i	CSc1ncc(Cl)c(C(=O)Nc2ccccc2[N+](=O)[O-])n1	i
-0.1	i	CCOC(=O)c1oc2c(c1C)/C(=N/O)CCC2	i
-1.4	i	CC(C)=C1C2CCC1C(C(=O)NCCc1ccccc1)C2C(=O)O (stereo not given)	i
0.99	i	COC(=O)c1ccc(OC(=O)c2cnccn2)cc1	i
-1.5	i	Cc1ccc(NC(=O)c2ccc3nc[nH]c3c2)c(O)c1	i
-0.34	i	CC(C)Cn1c(=O)c(C(=O)Nc2ccccc2S(N)(=O)=O)c(O)c2ccccc21	i
1.1	i	Cc1ccc(C(=O)NC2c3ccccc3-c3ccccc32)cc1	i
0.48	i	Cc1ccccc1CN1CCC(CNC(=O)Nc2ccc(F)cc2F)CC1	i
-1.9	i	NC(=O)c1cc(C(=O)Cc2ccc(Cl)cc2)c[nH]1	i
0.48	i	CCOC(=O)Nc1ccc(S(=O)(=O)NCc2ccccc2)cc1	i
-0.22	i	Cc1ccc2c(c1)CCCN2C(=O)c1ccco1	i
-0.02	-7*	O=C(O)CSc1cc(C(=O)c2ccccc2O)cn2c(=O)c3c(-c4ccccc4)csc3nc12	i
0.4	i	Cc1cnc(C(=O)OCC(=O)Nc2ccc(C)c(S(=O)(=O)N3CCCCCC3)c2)cn1	i
1.6	i	COc1ccc(S(=O)(=O)n2nc(OC(=O)c3ccncc3)cc2N)cc1	i
0	i	Cc1ccc(N=CC=C2OC(C)(C)C(C)(C)O2)cc1	i
-0.69	i	CCC(=O)c1ccc2ncccc2c1	i
-1.8	i	COc1cccc(-n2c(CNc3ccc(F)cc3)nnc2SCC(N)=O)c1	i
-1.8	i	O=C(Nc1ccc(Cl)cc1)Nc1ccc2c(c1)N1CCN=C1S2	i
0.53	i	CCc1ccc2nc(SCC(=O)N(CC)CC)c(C#N)cc2c1	i
0.18	i	Cc1nc2ccccc2c(=O)n1NC(=O)c1ccc(Cl)c([N+](=O)[O-])c1	i
1	i	O=C(O)c1ccccc1S(=O)CCO (stereo not given)	i
1.6	i	Cc1cc(SCC(=O)N(C)c2c(N)n(Cc3ccccc3)c(=O)[nH]c2=O)nc2ccccc12	i
-0.08	i	Nc1nccnc1C(=O)OCC(=O)NCCc1ccc(S(N)(=O)=O)cc1	i
-1.2	i	Clc1ccc(COc2ccccc2-c2ccnc3ncnn23)cc1	i
0.1	i	O=C(c1cccs1)N1N=C(c2ccccc2)CC1c1ccc(O)cc1 (stereo not given)	i
-0.23	i	CN(C(=O)CSc1nnc(COc2ccccc2F)n1N)C1CCS(=O)(=O)C1 (stereo not given)	i
1.4	i	COc1cc(OC)c(C2C(C#N)=C(N)Oc3cc(C)n(CCCN4CCOCC4)c(=O)c32)cc1OC (stereo not given)	i
1.3	i	O=C(CN1C(=O)CSC1=O)Nc1ccccc1N1CCOCC1	i
-0.93	i	CCS(=O)(=O)N1Cc2ccccc2CC1C(=O)Nc1ccc(F)cc1 (stereo not given)	i
0.45	i	CC/C(O)=C1\C(=O)CC(c2ccccc2)CC1=NC(C)C (stereo not given)	i
-0.38	i	CC(C)OC(=O)Cn1nnc(-c2ccccc2)n1	i
-1.4	i	c1csc(-c2csc(-c3cccs3)n2)c1	i
0	i	CCOC(=O)CNC(=O)N1CCc2ccc(NC(=O)c3ccccc3OC)cc2C1	i
-0.05	i	COc1ccc(C(=O)/C=C/c2ccc(OC)c(O)c2)c(F)c1	i
0.41	i	CC1CN(C(=O)c2cccc(S(=O)(=O)Nc3cc(Cl)ccc3Cl)c2)CC(C)O1 (stereo not given)	i
0.39	i	O=C(CC1C(=O)NCCN1CC1CCCCC1)NC1(c2ccccc2)CC1 (stereo not given)	i
0.68	i	CC(OC(=O)c1nc(-c2ccccc2)n(-c2ccccc2)n1)C(=O)Nc1cc(Cl)cc(Cl)c1 (stereo not given)	-6.9*
-0.39	i	Cc1ccc(C)c(N(CC(=O)NC(C)(C)C)C(=O)CNC(=O)c2cccs2)c1	i
-0.58	i	CCC(C)NC(=O)Cn1cnc2sc(C)cc2c1=O (stereo not given)	i
0.59	i	COc1ccc(C(=O)NC2CCCc3ccccc32)cc1Br (stereo not given)	i
0.32	i	CSc1nc(-c2ccco2)nn1S(=O)(=O)c1ccccc1	i
1.5	i	NS(=O)(=O)c1ccc(CCNc2nc3c(-c4cccc(F)c4)nnn3c3ccccc23)cc1	i
0.02	i	CCONC(=O)Nc1ccccc1[N+](=O)[O-]	i
-0.04	i	Cc1[nH]n(-c2ccc([N+](=O)[O-])cc2)c(=O)c1C=NCCc1c[nH]c2ccccc12	i
0.19	i	CCC(C)c1ccc(S(=O)(=O)N2CCN(C(=O)COc3ccc4c(C)cc(=O)oc4c3)CC2)cc1 (stereo not given)	i
-0.26	i	Cc1ccc(C(=O)NCCCn2ccnc2)cc1[N+](=O)[O-]	i
0.45	i	NC(=O)C12CCCC(Br)(CCC1)C2	i
0.67	i	CNC(=O)Nc1cc(C(C)(C)C)no1	i
-0.89	i	COc1ccc(NC(=S)N2CCCN(Cc3cccc(Cl)c3)C2)cc1	i
0.07	i	CS(=O)(=O)N1CCN(C(=O)c2ccc(-c3ccccc3)cc2)CC1	i
0.01	i	Cc1ccc(NC(=S)NCC2CCCO2)cc1 (stereo not given)	i

More results.
Kir21 block	CHT inh	Compound	KCNQ2 block
1.6	i	COc1ccc(OC)c(CNC(=O)C2CCN(S(=O)(=O)N3CCCCC3)CC2)c1	i
-0.08	i	CC(C)(C)OC(=O)NC(CCNC=C1C(=O)OC(C)(C)OC1=O)C(=O)O (stereo not given)	i
-1.3	i	CCOC(=O)/C(N=Nc1sc(C(=O)OCC)c(C)c1C(=O)OCC)=C(\C)O	i
0.22	i	CCc1nc(N[C@@H](CC(C)C)C(=O)O)c2oc3ccccc3c2n1	i
-1.3	i	Cc1nn(Cc2ccc(Cl)c(Cl)c2)c(C)c1NC(=O)c1cc(-c2ccco2)on1	i
-1.2	i	CCCC(=O)n1nc(NCc2ccc(OC)cc2)nc1NCc1ccc(OC)cc1	i
0.02	i	CSCCC(NC(=O)c1ccccc1Cl)C(=O)N(C)Cc1cccs1 (stereo not given)	i
0.01	i	CCOC(=O)c1c(C=O)c(C)n(Cc2ccccc2Cl)c1C	-5.8*
-1.4	i	Cc1nn(Cc2ccccc2)c(Cl)c1C(=O)NCc1ccco1	i
0.86	i	CN(C)S(=O)(=O)c1ccc(NS(=O)(=O)/C=C/c2ccccc2)cc1	i
-1.7	i	OC(CN1CCCCC1)CN(c1ccccc1)c1ccccc1 (stereo not given)	i
1	i	Cc1ccc(-n2nc(C(=O)O)cc2-c2ccc(Cl)cc2)cc1	i
-2.6	i	CCCCOc1ccc(Cc2cnc(N)nc2N)cc1	i
0.28	i	O=C(CSc1nc2[nH]ncc2c(=O)[nH]1)Nc1ccccc1	i
-3.8	i	COc1cc(S(=O)(=O)N(Cc2cccs2)C2CC2)ccc1-n1cnnn1	i
0.07	i	CCOCCCNc1nc(C(F)(F)F)nc2c1nnn2Cc1ccccc1Cl	i
0.46	i	N#Cc1c(NC(=O)c2ccc(N3CCOCC3)c([N+](=O)[O-])c2)sc2c1CCCC2	i
1.6	i	COc1ccc(C2CC(=O)C=C(NCCC(C)C)C2)cc1 (stereo not given)	i
-0.51	i	COc1cccc2cc(-c3n[nH]c(=S)n3C)oc12	i
-0.88	i	CCOC(=O)/C(=N\Nc1cc(C(F)(F)F)ccc1Cl)N(CC)CC	-8.9*

Some entries already given, showing only KCNQ2 block and Kir21 block:
structure	KCNQ2 block	Kir21 block
CCCC(=O)n1nc(NCc2ccc(OC)cc2)nc1NCc1ccc(OC)cc1	i	-1.2
COc1ccc(OC)c(CNC(=O)C2CCN(S(=O)(=O)N3CCCCC3)CC2)c1	i	1.6

The listing continues:
Kir21 block	CHT inh	Compound	KCNQ2 block
0.31	i	Cc1c(NC(=O)CSc2nncc3ccccc23)c(=O)n(-c2ccccc2)n1C	i
-0.1	i	CCOc1ccccc1Nc1nnc(SCc2nnc(-c3cc(OC)c(OC)c(OC)c3)o2)s1	i
-3.4	i	Cc1cc(OCCCCCn2ccnc2)cc(C)c1Cl	i
2	i	COCCn1c(=O)c2c(nc3n2CC(C)CN3CCc2ccccc2)n(C)c1=O (stereo not given)	i
-0.79	i	Cc1cccc(NC(=O)CCNS(=O)(=O)c2cccc3nonc23)c1C	i
-1.2	i	COc1ccc(CCNC(=O)CCNS(=O)(=O)c2cccc3nsnc23)cc1OC	i
-0.91	i	O=C(CCC(=O)NCc1ccccc1)NCc1ccccc1	i
-2	i	COc1ccc(/C=C/C(=O)O)cc1S(=O)(=O)N1CCc2ccccc2C1	i
1.3	i	O=C(O)c1cccc(NC(=O)c2ccccc2NC(=O)c2cccc([N+](=O)[O-])c2)c1	i
-0.92	i	CSc1cccc(NC(=S)Nc2cc(C)ccc2C)c1	i
-2	-5.3*	O=C(CSc1nccn1-c1ccc(F)cc1)NCc1ccc(F)cc1	i
-2.6	i	CCCCC(O)(c1ccccc1)C(CN1CCOCC1)c1ccccc1 (stereo not given)	i
-0.61	i	CCOC(=O)NN1C(=O)c2ccccc2NC1c1cccnc1 (stereo not given)	i
2.9	i	O=C(O)/C=C/C(=O)NC1CCS(=O)(=O)C1 (stereo not given)	i
-2	i	Cc1c(Br)cc(C(=O)NCCCN2CCOCC2)c(C)c1C	i
-2.4	i	CCOc1ccc(CNC23CN4CN(CN(C4)C2)C3)cc1	i
0.77	i	Cc1ccccc1NC1=C(Cl)C(=O)OC1NC(=O)c1ccccc1 (stereo not given)	i

Whole records, looked up by structure. Values in the order: Kir21 block, CHT inh, KCNQ2 block
Results for `COc1ccc(CCNC(=O)CCNS(=O)(=O)c2cccc3nsnc23)cc1OC` : -1.2, i, i
Results for `CCOC(=O)NN1C(=O)c2ccccc2NC1c1cccnc1` (stereo not given) : -0.61, i, i
Results for `COCCn1c(=O)c2c(nc3n2CC(C)CN3CCc2ccccc2)n(C)c1=O` (stereo not given) : 2, i, i
Results for `O=C(CSc1nccn1-c1ccc(F)cc1)NCc1ccc(F)cc1` : -2, -5.3*, i
